Screening results: PubChem, National Center for Advancing Translational Sciences (NCATS)
Tau filament bind – qHTS Assay for Tau Filament Binding. Microtubule-associated protein tau (Homo sapiens), P10636. recombinant tau filaments, thioflavin S fluorescence, 15 h; filaments grown with octadecylsulfate alongside compound. Potency, µM (titrated, usually from 57.1 µM), for the others: at the highest dose activity change, negative = inhibition. 71,000 tested, 2% active;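 also: potency is read from the fitted curve at half-maximal effect; % is scaled to controls: 0 for no effect and ±100 for the full control effect; actives lower thioflavin S fluorescence by blocking filaments or displacing dye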
Target sequence (P10636 whole entry, looked up): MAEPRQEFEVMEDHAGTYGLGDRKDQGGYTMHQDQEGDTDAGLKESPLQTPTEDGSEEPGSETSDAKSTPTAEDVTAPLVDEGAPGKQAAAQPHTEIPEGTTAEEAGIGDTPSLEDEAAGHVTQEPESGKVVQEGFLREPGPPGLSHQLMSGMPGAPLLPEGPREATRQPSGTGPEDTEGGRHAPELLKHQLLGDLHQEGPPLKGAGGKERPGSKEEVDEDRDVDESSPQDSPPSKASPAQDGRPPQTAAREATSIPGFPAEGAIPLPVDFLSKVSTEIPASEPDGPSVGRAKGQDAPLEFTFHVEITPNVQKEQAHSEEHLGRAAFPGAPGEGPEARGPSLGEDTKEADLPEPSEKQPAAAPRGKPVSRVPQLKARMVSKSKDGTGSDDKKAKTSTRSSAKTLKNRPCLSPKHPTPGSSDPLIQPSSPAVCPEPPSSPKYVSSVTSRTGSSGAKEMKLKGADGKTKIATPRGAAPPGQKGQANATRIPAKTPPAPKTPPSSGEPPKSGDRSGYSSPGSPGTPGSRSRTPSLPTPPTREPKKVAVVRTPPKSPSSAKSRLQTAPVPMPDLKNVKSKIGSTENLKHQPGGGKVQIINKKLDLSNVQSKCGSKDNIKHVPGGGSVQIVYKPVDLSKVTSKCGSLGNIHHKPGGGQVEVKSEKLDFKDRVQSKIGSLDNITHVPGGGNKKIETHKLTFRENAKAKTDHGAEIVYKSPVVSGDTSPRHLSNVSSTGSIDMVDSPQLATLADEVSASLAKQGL
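Read-out: ThS fluorescence, 450 nm excitation/510 nm emission; lower signal marks blocked filament formation or displaced dye. Tau at 1 uM with 30 uM ODS, 10 uM ThS, 5 mM DTT, 100 mM NaCl, 10 mM HEPES pH 7.4; 15 h, 37 C.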
Luciferase inh – qHTS Assay for Inhibitors of Firefly Luciferase; Potency, µM (series often up to 57.1 µM), inactives show at the highest dose activity change, negative = inhibition, actives largely listed as inhibitors; AID 411, 2009; purified firefly luciferase, luminescence, 8 min; 72,000 tested, 2.2% active; Luciferin 4-monooxygenase (Photinus pyralis), P08659; also: potency is read from the fitted curve at half-maximal effect; % is scaled to controls: 0 for no effect and ±100 for the full control effect; nearly all actives have a fitted effect of over 40% in size
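qHTS concentration-response profiling: light output of P. pyralis luciferase with luciferin and 10 uM ATP, imidazole buffer pH 7.2. Read by luminescence after 8-min room-temperature incubation.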
A350 fluor – qHTS Assay for Spectroscopic Profiling in A350 Spectral Region. Compound autofluorescence, 340/450 nm, Alexa 350 dye-equivalents; stronger effect = higher value. max dye-equivalent concentration, M. 59,000 tested, 11% active. AID 590, 2007; in the data active = max dye-equivalent concentration above about 10 nM; inconclusive = mostly about 1.1 nM to 9.6 nM
Casp7 inh – qHTS Assay for Allosteric/Competitive Inhibitors of Caspase-7. recombinant caspase-7, Ac-DEVD-AFC fluorescence rate. Potency, µM (titrated, usually from 57.5 µM), for inactives: top-dose activity change, negative = inhibition, actives largely listed as inhibitors. 75,000 tested, 0.02% active. AID 889, 2007; active = well fitted inhibition curve with a large enough effect in the main read-out, with a control signal flat, not every such curve was filed as active; inconclusive = small, poorly fitted or top-dose-only effect, or a change in a side signal; also: potency is read from the fitted curve at half-maximal effect; % of control where 0% means no effect
Rhodamine fluor – qHTS Assay for Spectroscopic Profiling in Rhodamine Spectral Region. Rhodamine-region fluorescence, 547/598 nm, Tris buffer; stronger effect = higher value. max dye-equivalent concentration, M. 59,000 tested, 0.05% active; in the data active = max dye-equivalent concentration above about 11 nM; inconclusive = between about 1.1 nM and that limit
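Compounds in 100 mM Tris buffer, pH 8.0, were incubated 15 min at room temperature, then read at 547 nm excitation and 598 nm emission. Fluorescence was normalized against a per-plate six-point rhodamine standard curve as dye-equivalent concentration.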
Fluorescein fluor – qHTS Assay for Spectroscopic Profiling in Fluorescein Spectral Region. Compound autofluorescence, 480/540 nm, fluorescein-equivalent; stronger effect = higher value. max fluorescein-equivalent concentration, M. 59,000 tested, 0.91% active. AID 593, 2007; in the data active = max fluorescein-equivalent concentration above about 10 nM; inconclusive = between about 1.1 nM and that limit
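Library compounds, added at multiple concentrations to pH 8.0 Tris buffer (100 mM), incubate 15 min at room temperature before CCD imaging at 480 nm excitation and 540 nm emission.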
ERK AVP block – qHTS Assay for Inhibitors of the ERK Signaling Pathway using a Homogeneous Screening Assay; HEK293-V1b, vasopressin-stimulated pERK AlphaScreen; Potency, µM (doses to about 57.5 µM), for inactives: at the top dose activity, negative = inhibition, usual class: inhibitors; 72,000 tested, 0.99% active; also: potency is read from the fitted curve at half-maximal effect; % is scaled to controls: 0 for no effect and ±100 for the full control effect; nearly all actives have a fitted effect of over 55% in size
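HEK293 cells stably expressing V1b receptor, preincubated 30 min at 37 °C with compound, then stimulated 5 min with 25 nM vasopressin. Phospho-ERK by AlphaScreen SureFire after 5 h RT; normalized to DMSO and vasopressin; AC50 by Hill fit.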
Texas Red fluor – qHTS Assay for Spectroscopic Profiling in Texas Red Spectral Region; Compound fluorescence, Texas Red channel, 547/618 nm; stronger effect = higher value; max dye-equivalent concentration, M; 59,000 tested, 0.06% active; AID 587, 2007; in the data active = max dye-equivalent concentration above about 10 nM; inconclusive = between about 1.1 nM and that limit
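Dye-equivalent concentrations come from scaling compound signal (ex 547, em 618 nm) to six Texas Red standard concentrations run on every plate, after 15 min room-temperature incubation in pH 8.0 Tris (100 mM).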
HEK293 cAMP cs – qHTS Assay for Agonists of the Thyroid Stimulating Hormone Receptor: Activators of Intracellular cAMP Concentrations in Parental HEK 293 | Potency, µM (top dose mostly 57.1 µM), for the others: at the highest dose activation, usual class: activators | parental HEK293 CNG cAMP sensor, membrane potential fluorescence | 73,000 tested, 2.5% active; also: potency is read from the fitted curve at half-maximal effect; % of control where 0% means no effect; nearly all actives have a fitted effect of over 55% in size
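Parental HEK 293 cells stably expressing a modified CNG channel (no TSHR) report cAMP rise as membrane depolarization. Membrane potential dye with 100 uM RO 20-1724 was loaded for 60 min at room temperature, then compound added for 30 min; fluorescence read at 590 nm.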
4-MU autofl – qHTS Assay for Spectroscopic Profiling in 4-MU Spectral Region | max dye-equivalent concentration, M | AID 589, 2007 | compound autofluorescence, 340/450 nm, 4-MU equivalents; stronger effect = higher value | 59,000 tested, 11% active; in the data active = max dye-equivalent concentration above about 10 nM; inconclusive = mostly about 1.1 nM to 9.6 nM
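Intrinsic fluorescence at 340/450 nm (ex/em) was read after 15 min at room temperature in pH 8.0, 100 mM Tris. Each compound concentration expressed as 4-MU-equivalent concentration from a six-point 4-MU standard series on each plate.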
Casp1 inh – qHTS Assay for Allosteric/Competitive Inhibitors of Caspase-1 | Caspase-1 enzyme, Ac-WEHD-AFC fluorogenic rate | Potency, µM (top dose mostly 57.5 µM), without a hit: at the highest dose activity change, negative = inhibition, usual class: inhibitors | 75,000 tested, 0.03% active | AID 900, 2007;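 also: potency is read from the fitted curve at half-maximal effect; plate controls were vehicle for no effect and no substrate for full effect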
Target sequence (P29466 120-297 limits assumed): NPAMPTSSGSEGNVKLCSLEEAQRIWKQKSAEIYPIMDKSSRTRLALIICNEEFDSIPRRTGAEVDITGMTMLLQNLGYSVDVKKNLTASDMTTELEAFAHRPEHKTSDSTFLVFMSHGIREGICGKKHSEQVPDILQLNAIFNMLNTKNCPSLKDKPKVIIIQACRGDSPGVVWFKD
Target sequence (P29466 317-404 limits assumed): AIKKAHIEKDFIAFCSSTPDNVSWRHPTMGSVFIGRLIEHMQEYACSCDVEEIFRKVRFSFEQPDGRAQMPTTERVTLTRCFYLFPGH
The depositor's hits bear a star; i = inactive; ? = inconclusive; / = not tested or not shown; [ ] = dose if it differs, or a comment. Unless noted, calls follow the shape of the dose curve; as a rule, active = well fitted curve in the direction sought with a large enough effect; inconclusive = small, poorly fitted or top-dose-only effect, or another doubt; inactive = no such curve, though single readings can be large; an effect the other way counts as inactive or inconclusive. Some of the compounds tested, so the mix of outcomes need not match the whole.

SMILES | Tau filament bind | Luciferase inh | A350 fluor | Casp7 inh | Rhodamine fluor | Fluorescein fluor | ERK AVP block | Texas Red fluor | HEK293 cAMP cs | 4-MU autofl | Casp1 inh
C#CCNc1nc(C)nc2c1nnn2Cc1ccccc1F | 28% | -5% | i | 1% | i | i | ? | i | 25% | i | 1%
CCOC(=O)c1sc(NC(=O)c2cc(S(=O)(=O)N3CCOCC3)ccc2C)nc1C | 4% | 2% | i | -1% | i | i | 9% | ? | -2% | i | 3%
CCOc1ccc(C(CC(=O)O)NS(=O)(=O)c2ccc(C)cc2)cc1OC (stereo not given) | 6% | 3% | i | 0% | i | i | 15% | i | -6% | i | -1%
COCCCn1c(SCC(=O)N2CCc3ccccc32)nnc1-c1ccoc1C | 6% | -1% | i | -13% | i | i | -26% | i | 2% | i | -2%
O=C(NCCN1CCN(c2ccccc2)CC1)c1cccn2c(=O)c3ccccc3nc12 | ? | -1% | ? | -13% | i | i | 4% | i | ? | ? | -12%
Nc1nc(CSCc2ccccc2)nc(N2CCOCC2)n1 | -11% | 3% | i | -1% | i | i | -30% | i | 12% | i | -4%
O=c1[nH]c2ccccc2n1CCCSCCCn1c(=O)[nH]c2ccccc21 | 18% | -4% | i | -2% | i | i | 32µM* | ? | 24% | i | -4%
CCc1ccc(C2CC(c3ccccc3)Nc3nc(N)nn32)cc1 (stereo not given) | 143% | -1% | / | ? | / | / | 2% | / | 0% | / | ?
Nc1ncnc2nc(N3CCN(C(=O)c4ccccc4)CC3)[nH]c12 | -9% | 3% | i | 1% | i | i | -2% | i | -9% | i | 1%
COCc1cc(C)nc2sc(C(=O)OC)c(N)c12 | 3% | -4% | 1.5e-08M* | -16% | i | i | -7% | ? | 4% | 1.2e-08M* | -19%
CCOC(=O)N1C(=O)c2cc(OC)ccc2S1(=O)=O | -4% | 2% | i | 1% | i | i | 5% | i | 11% | i | 0%
O=C(C1CCCN(S(=O)(=O)c2cccc3nsnc23)C1)N1CCN(c2ccccn2)CC1 (stereo not given) | -2% | 4% | i | -1% | i | i | 18% | i | 7% | i | 0%
CCCC/C=C/C(NC(=O)C(C)(C)C)c1ccccc1 (stereo not given) | -13% | / | / | -1% | / | / | 7% | / | 25µM* | / | -1%
Cc1cc(C)n(CCO)c(=O)n1 | -12% | 4% | 1.8e-07M* | -2% | i | ? | -9% | i | 0% | 1.4e-07M* | -4%
COCCn1nnnc1C1(N(Cc2cc3cc(C)ccc3[nH]c2=O)CC2CCCO2)CCN(C)CC1 (stereo not given) | 0% | -3% | ? | -4% | i | ? | -7% | i | -1% | ? | 1%
CC(C)c1ccc(S(=O)(=O)N2CCN(CCC(=O)Nc3ccc(N(C)C)cc3)CC2)cc1 | -21% | -2% | i | -3% | i | i | 4% | i | -15% | i | -2%
CCCNC(=O)c1ccc(SC)cc1OC | 14%[11.4 µM] | -2% | / | 1% | / | / | -1% | / | 3%[11.4 µM] | / | -1%
CC[C@@H](C)[C@H](NC(=O)OC(C)(C)C)c1nnc(S(=O)(=O)Cc2cc(C)ccc2C)o1 | -24% | -19% | i | -1% | i | i | 152%[activator] | i | 11% | i | 0%
COc1ccc[nH]c1=O | / | 1%[25.5 µM] | i | / | i | i | / | i | / | i | /
Cc1ccccc1-c1ccc2ncnc(NC3CC3)c2c1 | 20% | 1%[2.29 µM] | i | -6% | i | i | 2% | i | ? | i | -3%
COc1cc2c(cc1OC)CN(C(=O)C(C)(C)C)CC2 | 8% | 0% | / | -3% | / | / | -13% | / | -5% | / | -4%
Cc1ccc(NCc2nnc(SCC(=O)c3ccc4c(c3)OCCO4)o2)c(C)c1 | 6% | 0% | i | -1% | i | ? | 8% | i | 29% | i | -3%
CCOC(=O)C(Cc1c[nH]c2ccccc12)NC(=O)CNC(C)=O (stereo not given) | -2% | 2% | i | 0% | i | i | 5% | i | 6% | i | -3%
Cc1ccc(CN2C3=NCCCN3c3ccccc32)cc1 | 11% | -1% | i | -1% | i | i | -23% | i | ? | i | 1%
COc1cccc(NS(=O)(=O)c2cc(C)ccc2OC)c1 | 95% | 0% | ? | -2% | i | i | 1% | i | -4% | i | -1%
O=C(O)c1ccc(COc2c(F)c(F)c(F)c(F)c2F)o1 | / | 1%[25.5 µM] | i | / | i | ? | / | i | / | i | /
Cc1ccc(-c2nnc3c4ccccc4c(C)nn23)cc1S(=O)(=O)N1CCN(C)CC1 | 21% | 1% | i | 0% | i | i | -24% | ? | ? | i | -1%
COc1ccc(-c2nnc(SC(C)C(=O)Nc3nccs3)n2-c2ccccc2)cc1OC (stereo not given) | 1% | 2% | i | 2% | i | i | -30% | ? | 29% | i | -1%
CSc1ccccc1NC(=O)Nc1ccccc1 | -6% | -19% | i | 2% | i | i | -21% | ? | 7% | i | -1%
COc1cccc(NC(=O)C(C)Oc2ccccc2)c1 (stereo not given) | 3% | -1% | / | 1% | / | / | 0% | / | ? | / | 1%

Ordered by heavy-atom count (descending): 7 of the compounds above.
SMILES | Tau filament bind | Luciferase inh | A350 fluor | Casp7 inh | Rhodamine fluor | Fluorescein fluor | ERK AVP block | Texas Red fluor | HEK293 cAMP cs | 4-MU autofl | Casp1 inh
COc1ccc(-c2nnc(SC(C)C(=O)Nc3nccs3)n2-c2ccccc2)cc1OC (stereo not given) | 1% | 2% | i | 2% | i | i | -30% | ? | 29% | i | -1%
Cc1ccc(NCc2nnc(SCC(=O)c3ccc4c(c3)OCCO4)o2)c(C)c1 | 6% | 0% | i | -1% | i | ? | 8% | i | 29% | i | -3%
CCOC(=O)C(Cc1c[nH]c2ccccc12)NC(=O)CNC(C)=O (stereo not given) | -2% | 2% | i | 0% | i | i | 5% | i | 6% | i | -3%
Cc1ccc(CN2C3=NCCCN3c3ccccc32)cc1 | 11% | -1% | i | -1% | i | i | -23% | i | ? | i | 1%
COc1cccc(NC(=O)C(C)Oc2ccccc2)c1 (stereo not given) | 3% | -1% | / | 1% | / | / | 0% | / | ? | / | 1%
CSc1ccccc1NC(=O)Nc1ccccc1 | -6% | -19% | i | 2% | i | i | -21% | ? | 7% | i | -1%
COc1ccc[nH]c1=O | / | 1%[25.5 µM] | i | / | i | i | / | i | / | i | /

Carrying on:
SMILES | Tau filament bind | Luciferase inh | A350 fluor | Casp7 inh | Rhodamine fluor | Fluorescein fluor | ERK AVP block | Texas Red fluor | HEK293 cAMP cs | 4-MU autofl | Casp1 inh
Cc1c(C(=O)N(C)Cc2ccccc2)oc2ccc(S(=O)(=O)N3CCCC3)cc12 | 15% | 1% | i | -7% | i | i | ? | i | ? | i | -1%
Cc1nn(-c2ccc(F)cc2)c2sc(C(=O)OCC(=O)N3CCC(C)CC3)cc12 | 18% | 0% | i | -3% | i | i | -14% | i | 26% | i | -1%
COc1ccccc1Nc1ncc(-c2cccs2)s1 | / | -20%[25.5 µM] | i | / | i | i | / | i | / | i | /
CCN(CCCNC(=O)CCNC(=O)Cn1cnc2ccccc2c1=O)c1cccc(C)c1 | 3% | -16% | i | -2% | i | i | 6% | ? | 8% | i | 1%
C/C=C/c1ccc(OC)c(OC(C)=O)c1 | -4% | 6% | i | -4% | i | i | -8% | i | -1% | i | -5%
CC(=O)N1c2ccccc2NC2=C(C(=O)CCC2)C1c1cccnc1 (stereo not given) | 19% | 3% | i | 0% | i | ? | -25% | i | 21% | i | -1%
CC(OC(=O)CNC(=O)C12CC3CC(CC(C3)C1)C2)C(=O)Nc1ccc(N2CCOCC2)cc1 (stereo not given) | -18% | 0% | i | 8% | i | ? | 3% | i | -5% | i | 1%
CC(C)c1nc(N2CCOCC2)c(C#N)c2c1COC(C)(C)C2 | / | 2%[25.5 µM] | 1.5e-07M* | / | i | i | / | i | / | 1.4e-07M* | /
O=C(O)[C@@H]1CSC2(CCSC2)N1 (stereo not given in full) | -2% | 0% | i | -2% | i | ? | ? | i | 22% | i | 0%
CC(=O)Nc1ccc(Cl)cc1C(=O)O | -3% | -1% | i | 1% | i | i | -10% | i | 10% | i | 1%
COc1ccccc1NC(=O)c1c(NC(=O)c2ccco2)sc2c1CCC2 | 156% | -1% | / | -17% | / | / | -11% | / | 5% | / | -10%
CCOCCCNC(=O)C(NC(=O)c1ccc2c(c1)OCO2)c1ccc(OC)cc1 (stereo not given) | 3% | 1% | i | -4% | i | i | -19% | i | 3% | i | 1%
CC1CN(c2nnnn2-c2ccccc2)CC(C)O1 (stereo not given) | 13% | 1% | / | 2% | / | / | -14% | / | ? | / | -1%
